rCAG binder – molecules binding r(CAG) RNA repeats; inhibition, % at 3 µM; 1.3% of 370,000 active; r(CAG) RNA repeat, TO-PRO-1 dye displacement fluorescence;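 active = inhibition above the plate cutoff, the mean of all test compounds on that plate plus 3 SD, cut at about 35% in these data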;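 also: 0% = DMSO alone and 100% = 100 µM mitoxantrone as full dye displacement; higher means more dye released from RNA so lower well fluorescence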
ARFGAP1 inh – inhibits rat ARF GTPase activating protein 1. 0.26% of 360,000 active. inhibition, % at 16.5 µM. Q62848. AID 651572. Arfgap1-stimulated ARF1 GTP hydrolysis, GDP FP detection;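 active = inhibition above a per-plate limit, mean inhibition of low control wells plus 3 SD, cut at about 25% in these data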;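 also: 0% = DMSO wells with enzyme and 100% = wells lacking Arfgap1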
Target sequence (Q62848 1-136 limits assumed): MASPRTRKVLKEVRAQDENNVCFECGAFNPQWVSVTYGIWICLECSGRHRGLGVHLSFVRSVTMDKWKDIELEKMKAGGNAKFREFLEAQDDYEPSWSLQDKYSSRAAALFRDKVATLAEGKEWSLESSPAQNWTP
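Repeats: one replicate per compound; assay system: rat Arfgap1 catalytic domain, aa 1-136; times: enzyme reaction 120 min at 25 °C after 20 min preincubation; detection: FP of antibody-bound GDP Alexa 633 tracer, ex 620/em 688 nm; benchmarks: high control wells lacking Arfgap1, low control full reaction with DMSO; reagent: human ARF1(Δ1-17)-GTP substrate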
Tn6 DDE FP – disrupts Tn6 cyclic peptide binding to fibrin D-Dimer-E complex | inhibition, % at 8.3 µM | Fibrin DD(E) TRITC-Tn6 fluorescence polarization displacement | 0.21% of 370,000 active | P02675 | AID 720509;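 active = inhibition above a per-campaign cutoff: mean of compounds within control limits plus 3 SD, cut at about 15% in these data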;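 also: 0% = median of all compound wells on the plate and 100% = blocking peptide control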
NPR1 activator – GC-A (human) enzyme activation | P16066 | HEK293 GC-A cells, cGMP TR-FRET, EC30 ANP; 0% at EC30 ANP, 100% saturating ANP | activation, % at 10 µM | 0.14% of 370,000 active | AID 1671463; in the data active = activation above about 40%
GC-B act – GC-B (human) receptor activation. P20594. HEK293-GC-B cells, CNP EC30, cGMP TR-FRET; 0% at EC30 CNP, 100% saturating CNP. activation, % at 10 µM. 0.11% of 370,000 active;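 active = activation at 10 µM reaching about 35% in either raw or pattern-adjusted values, limit read from the data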
ADAM10 inh – inhibits human ADAM10. O14672. recombinant ADAM10, EDANS/DABCYL FRET peptide cleavage, 3 h. inhibition, % at 7 µM. 0.62% of 370,000 active. AID 720582;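 active = inhibition above a per-campaign cutoff equal to the mean of compounds falling between control-based bounds plus 3 SD, cut at about 20% in these data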;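 also: 0% = DMSO wells while the 100% control is not disclosed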
Target sequence (O14672 214-748 limits assumed): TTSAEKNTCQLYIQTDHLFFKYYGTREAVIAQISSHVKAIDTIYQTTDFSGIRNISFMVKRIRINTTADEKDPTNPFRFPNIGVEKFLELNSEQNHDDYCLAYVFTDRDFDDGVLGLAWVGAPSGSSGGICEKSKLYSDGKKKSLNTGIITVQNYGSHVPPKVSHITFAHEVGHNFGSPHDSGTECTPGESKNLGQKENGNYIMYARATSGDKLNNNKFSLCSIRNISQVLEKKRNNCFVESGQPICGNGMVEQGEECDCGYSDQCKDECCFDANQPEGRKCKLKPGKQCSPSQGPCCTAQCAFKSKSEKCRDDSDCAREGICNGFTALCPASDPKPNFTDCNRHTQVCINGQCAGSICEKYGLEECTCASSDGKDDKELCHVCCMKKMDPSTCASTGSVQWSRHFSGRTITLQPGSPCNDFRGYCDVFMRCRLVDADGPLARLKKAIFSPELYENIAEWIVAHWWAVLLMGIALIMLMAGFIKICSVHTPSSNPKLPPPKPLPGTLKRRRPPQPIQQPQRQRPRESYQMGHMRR
proKLK7 act – proKLK7 (human) activation, primary screen; purified proKLK7, EDANS-DABCYL substrate fluorescence; 100% is mature enzyme control, 0% vehicle; activation, % at 7 µM; 0.9% of 370,000 active;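 active = activation above the mean of all tested compounds plus 3 SD, computed per campaign excluding outliers beyond control limits, cut at about 13% in these data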
FXN GAA850 act – frataxin GAA850 promoter activation | 0.56% of 360,000 active | activation, % at 6 µM | HEK293 lucGAA850 FXN promoter luciferase reporter, 24 h; percent of 10 µM SAHA response;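 active = activation above the average of all compounds screened plus 3 SD, cutoff fixed separately per campaign, cut at about 7.5% in these data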;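 also: 0% = DMSO wells and 100% = 10 µM SAHA wells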
sPLA2-III inh – Blocks human group III sPLA2 activity; Q9NZ20; QFRET BODIPY PC-A2 liposome hydrolysis, fluorescence; inhibition, % at 12.2 µM; 0.56% of 370,000 active; AID 743126;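 active = inhibition above mean plus 3 SD of compounds lying within the high and low control bounds, cut at about 19% in these data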;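 also: 0% = median of test compound wells and 100% = no enzyme DMSO wells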
ASAP1 GAP inh – ASAP1 ArfGAP inhibition; Q9ULH1; 0.19% of 360,000 active; ASAP1-stimulated ARF1 GTP hydrolysis, GDP FP detection; inhibition, % at 16.5 µM; in the data active = inhibition above about 25%;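 also: 0% = vehicle with enzyme and substrate and 100% = no enzyme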
Target sequence (Q9ULH1 325-724 limits assumed): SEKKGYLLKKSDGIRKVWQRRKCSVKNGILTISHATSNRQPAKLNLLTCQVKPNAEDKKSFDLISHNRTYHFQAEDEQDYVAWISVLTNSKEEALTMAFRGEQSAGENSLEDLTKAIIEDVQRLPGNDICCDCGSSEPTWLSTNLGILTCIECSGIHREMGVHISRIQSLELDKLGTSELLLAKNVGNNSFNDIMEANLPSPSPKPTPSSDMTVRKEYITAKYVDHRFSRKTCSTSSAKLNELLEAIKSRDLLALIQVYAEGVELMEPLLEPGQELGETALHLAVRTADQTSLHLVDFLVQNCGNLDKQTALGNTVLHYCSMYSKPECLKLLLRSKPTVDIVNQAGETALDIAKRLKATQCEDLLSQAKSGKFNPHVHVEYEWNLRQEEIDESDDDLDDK
The depositor's hits bear a star; x = no result given. This is a random part of the collection; overall some 4.5% were active at least once.

#1 CSc1nnc2c3ccccc3c3ccccc3c2n1
#2 O=C(CN1CCOCC1)N1CCCc2ccccc21
#3 CCOC(=O)c1cnc2nc(SCc3ccccc3Cl)[nH]n2c1=O
#4 CCCCN(C(=O)CN1CCOCC1)c1c(N)n(CC(C)C)c(=O)[nH]c1=O
#5 COc1ccccc1NC(=O)C1CCN(c2ncnc3c2nc2n3CCCCC2)CC1
#6 COc1ccccc1NS(=O)(=O)c1cc(NC(=O)C2CCCO2)ccc1C (stereo not given)
#7 Cc1cc(C)n(-c2ccc(C(=O)Nc3ccc(C)c(S(=O)(=O)N(C)C)c3)cc2)n1
#8 COCCOc1ccc(C(F)(F)F)cc1NC(=O)c1ccccc1
Compound,1,2,3,4,5,6,7,8
rCAG binder,4,1,15,0,-6,6,-3,-4
ARFGAP1 inh,17,2,9,6,-1,7,0,5
Tn6 DDE FP,-1,8,-10,-2,-11,0,-4,14
NPR1 activator,-11,1,1,0,-1,0,-5,2
GC-B act,-3,2,-1,5,-6,7,-3,1
ADAM10 inh,-9,3,-28,-7,-10,-13,3,-2
proKLK7 act,-0.2,0.0,0.0,0.0,-0.1,-0.1,0.0,-0.3
FXN GAA850 act,1.2,-1.1,-1.4,1.2,-0.6,1.3,-0.8,2.0
sPLA2-III inh,12,2,-24,0,4,2,-9,10
ASAP1 GAP inh,13,8,-5,5,-3,-22,-17,-11

#9 O=C(Nc1cccnc1)c1ccc(Br)c(S(=O)(=O)N2CCCC2)c1
#10 Cc1ccc(S(=O)(=O)CCC(=O)Nc2ccc(F)cc2)cc1
#11 Cc1cc(C)c(S(=O)(=O)c2ccccc2Cl)c(=O)[nH]1
#12 Cc1ccc(C(=O)N2CCN(S(=O)(=O)c3ccccc3C#N)CC2)cc1S(=O)(=O)N1CCOCC1
#13 COc1ccc(CN(C)CC(=O)N(C)CC(=O)Nc2ccccc2Br)cc1F
#14 CCOC(=O)N1CCC(NC(=O)c2cn(-c3ccc(OC)cc3)c(=O)c3ccccc23)CC1
#15 COc1ccc(C2=NCC(CSc3nnc(-c4ccc5c(c4)OCO5)o3)S2)cc1 (stereo not given)
#16 CCn1c(=O)[nH]n(C/C(C)=C\c2c[n+](Cc3ccc4c(c3)OCO4)c(N)[nH]2)c1=O
Compound,9,10,11,12,13,14,15,16
rCAG binder,0,-2,-2,5,-1,-3,-2,x
ARFGAP1 inh,1,2,-6,-9,5,10,-5,x
Tn6 DDE FP,3,-1,5,3,0,-13,-6,2
NPR1 activator,0,3,-3,1,-2,0,2,-1
GC-B act,5,-1,2,3,-6,-5,3,-10
ADAM10 inh,9,-4,-12,-1,-13,-5,-33,-10
proKLK7 act,0.7,0.3,-0.2,-0.9,0.6,0.9,-0.2,x
FXN GAA850 act,-0.6,1.2,1.6,1.4,2.0,-1.8,-1.1,x
sPLA2-III inh,-4,3,-4,-1,1,3,0,9
ASAP1 GAP inh,11,11,-11,-7,-6,6,-7,x

#17 COc1cc2c(cc1OC)CN(C(=O)CNC(=O)c1ccc(OC(F)F)cc1)CC2
#18 COC(=O)c1cccnc1-n1c(=O)c2cccnc2n(CC(=O)Nc2ccc(Br)cc2)c1=O
#19 OC(c1cccc(Cl)c1)c1ncc(-c2ccccc2Cl)[nH]1 (stereo not given)
#20 CCS(=O)(=O)c1ccc2oc(Nc3ccc(C(C)C)cc3)nc2c1
#21 COc1ccccc1NS(=O)(=O)c1ccc(C)c(C(=O)NCC(c2ccco2)N2CCCCC2)c1 (stereo not given)
#22 CC(=O)Nc1cccc(NC(=O)C2CCN(C(=O)c3ccco3)CC2)c1
#23 CCCCCn1c(CN2CCN(Cc3ccccc3)CC2)nc2c1c(=O)n(C)c(=O)n2C
#24 COCc1c(C(=O)Nc2nnc(C3CC3)s2)oc2ccccc12
Compound,17,18,19,20,21,22,23,24
rCAG binder,-8,2,7,4,-7,2,-9,4
ARFGAP1 inh,-8,6,22,6,-3,-5,-12,5
Tn6 DDE FP,1,-5,-5,2,7,-7,2,-1
NPR1 activator,-1,4,-4,4,0,-1,-2,2
GC-B act,3,1,-1,3,2,4,-4,2
ADAM10 inh,-2,7,-2,8,-2,7,-1,2
proKLK7 act,-0.1,0.5,-0.5,0.0,0.0,0.1,-0.3,0.2
FXN GAA850 act,0.5,2.5,1.1,0.2,-1.2,3.1,-2.9,-2.0
sPLA2-III inh,8,-7,-9,-3,-21,7,-13,-6
ASAP1 GAP inh,-14,12,2,-4,-11,2,1,-21

#25 Cc1ccc(-c2nc3c4ccccc4ccn3c2CN2CCCCC2)cc1
#26 Nc1nc(SCC(=O)Nc2ccc3c(c2)OCO3)n[nH]1
#27 COc1ccc(NC(=O)c2cc(-c3ccc(F)cc3OC(C)C)n[nH]2)c(OC)c1
#28 CCCCOc1cccc(/C=N/NC(=O)c2csc(C)c2C)c1
#29 S=C(Nc1ccccc1)N1CCOCC1
#30 O=C(NCCc1ccccc1)C1CCN(S(=O)(=O)c2ccccc2)CC1
#31 O=C(NNS(=O)(=O)c1ccccc1[N+](=O)[O-])c1ccncc1
#32 C/C(Cn1nnc2ccccc21)=N/OC(=O)c1c(F)cccc1F
Compound,25,26,27,28,29,30,31,32
rCAG binder,-3,0,6,0,0,-2,1,-1
ARFGAP1 inh,0,9,7,0,9,-3,12,-1
Tn6 DDE FP,4,-4,-4,-8,-5,2,1,-1
NPR1 activator,4,-3,-4,-1,-2,0,3,-1
GC-B act,4,2,0,0,-2,10,2,2
ADAM10 inh,-13,-7,17,3,-2,3,1,-1
proKLK7 act,-0.1,0.1,0.1,0.1,0.3,0.5,-0.6,0.1
FXN GAA850 act,5.2,1.0,1.5,1.1,2.6,0.9,1.3,0.6
sPLA2-III inh,3,7,-4,2,8,-5,2,0
ASAP1 GAP inh,11,-1,3,13,7,-9,-10,-3

#33 CC(=O)Nc1c(NC(=O)CC#N)[nH]c2c(c1=O)c(=O)n(C)c(=O)n2C
#34 COCCNC(=S)c1ccc(Br)cc1
#35 Nc1ccc(N2CCOCC2)c(Cl)c1
#36 Cc1ccc(S(=O)(=O)N2CCOCC2)cc1C(=O)OCC(=O)c1ccc(Br)cc1
#37 CNC(=O)c1ccc(N(Cc2ccccc2C)S(C)(=O)=O)cc1
#38 COc1ccc(CC(=O)NNS(=O)(=O)c2ccccc2[N+](=O)[O-])cc1
#39 CN(C)c1ccc(N2C(=NC(=O)CC3CCCCC3)SC3CS(=O)(=O)CC32)cc1 (stereo not given)
#40 CCOC(=O)C(NC(C)=O)(N1CCc2ccccc2C1)C(F)(F)F (stereo not given)
Compound,33,34,35,36,37,38,39,40
rCAG binder,4,0,1,7,-3,1,-1,-5
ARFGAP1 inh,12,9,-8,-5,1,-5,6,-8
Tn6 DDE FP,-2,1,-1,1,-4,14,5,6
NPR1 activator,0,2,0,-10,4,-4,0,4
GC-B act,-2,-1,5,-12,-2,-2,10,4
ADAM10 inh,4,2,12,12,13,-1,-2,-4
proKLK7 act,0.1,0.2,-0.8,-0.2,0.2,-13,0.2,0.0
FXN GAA850 act,2.4,-0.3,0.2,3.3,4.2,-1.4,-0.4,2.0
sPLA2-III inh,3,3,6,-13,10,1,3,0
ASAP1 GAP inh,3,-8,8,13,-6,4,6,-4

#41 CCOC(=O)Nc1c(C(=O)OC)[nH]c2cccc(OC)c12
#42 COc1ccc(C2SCCN2S(=O)(=O)c2ccccc2)cc1OC (stereo not given)
#43 CN(C)S(=O)(=O)Oc1ccsc1C(=O)Nc1cccc(Cl)c1
#44 CCc1ccc(CCC(=O)N2CCN(S(=O)(=O)c3sc(C(=O)O)c(C)c3C(=O)O)CC2)cc1
#45 Cc1nc2ccccc2n1C(=O)c1ccccc1[N+](=O)[O-]
#46 CCOCCn1c2ccccc2c2nc3ccccc3nc21
#47 C=CCN(C(=O)Nc1ccc(Cl)cc1)C1CC(=O)N(c2ccc(OC)cc2)C1=O (stereo not given)
#48 CC(=C1C(=O)c2ccccc2C1=O)N1CCc2ccccc2C1
Compound,41,42,43,44,45,46,47,48
rCAG binder,-1,-8,0,4,0,-1,2,7
ARFGAP1 inh,7,13,8,0,4,0,-2,-1
Tn6 DDE FP,1,-9,-2,-5,-4,-3,2,3
NPR1 activator,-11,2,7,2,-4,10,0,1
GC-B act,-10,7,-3,3,-1,-2,1,-1
ADAM10 inh,-93,8,2,-2,4,-19,0,0
proKLK7 act,3.8,-0.1,-0.8,-0.5,-0.5,-4.8,-0.3,0.0
FXN GAA850 act,0.3,-0.2,-0.1,0.1,2.4,3.1,-1.7,1.0
sPLA2-III inh,-9,-3,-10,-7,5,4,-4,-2
ASAP1 GAP inh,-5,-15,4,-7,-4,-8,8,7

4 consecutive compounds from above, quoted:
#41 CCOC(=O)Nc1c(C(=O)OC)[nH]c2cccc(OC)c12
#42 COc1ccc(C2SCCN2S(=O)(=O)c2ccccc2)cc1OC (stereo not given)
#43 CN(C)S(=O)(=O)Oc1ccsc1C(=O)Nc1cccc(Cl)c1
#44 CCc1ccc(CCC(=O)N2CCN(S(=O)(=O)c3sc(C(=O)O)c(C)c3C(=O)O)CC2)cc1
Compound,41,42,43,44
rCAG binder,-1,-8,0,4
ARFGAP1 inh,7,13,8,0
Tn6 DDE FP,1,-9,-2,-5
NPR1 activator,-11,2,7,2
GC-B act,-10,7,-3,3
ADAM10 inh,-93,8,2,-2
proKLK7 act,3.8,-0.1,-0.8,-0.5
FXN GAA850 act,0.3,-0.2,-0.1,0.1
sPLA2-III inh,-9,-3,-10,-7
ASAP1 GAP inh,-5,-15,4,-7

(further entries)
#49 CCS(=O)(=O)N1CCN(c2ccc([N+](=O)[O-])c(NCc3ccccc3)c2)CC1
#50 CCNS(=O)(=O)c1ccc(CCC(=O)Nc2ccccc2)cc1
#51 CCOC(=O)C1CCN(C(=O)COC(=O)/C=C/c2ccccc2)CC1
#52 CCC(C)(C)NC(=O)C(c1ccc(OC)cc1)N(Cc1ccc(OC)cc1)C(=O)CCC(=O)Nc1cc(C)on1 (stereo not given)
#53 O=C(c1ccco1)N1CCN(Cc2nc3ccc([N+](=O)[O-])cc3c(=O)n2-c2ccccc2F)CC1
#54 Cc1cc(CNC(=O)C2CCC(=O)N(Cc3ccccc3F)C2)nn1C (stereo not given)
#55 O=C(NN1C(=O)CSC1=S)C(=O)NN1C(=O)CSC1=S
#56 Nc1nc2n(n1)C(c1ccco1)CC(c1ccc(Cl)c(Cl)c1)N2 (stereo not given)
#57 CCOC(=O)C1(Cc2ccccc2)CCN(Cc2cccc(OC)c2O)CC1
#58 CCn1c(SCC(=O)Nc2nonc2C)nnc1-c1ccco1
Compound,49,50,51,52,53,54,55,56,57,58
rCAG binder,1,-6,-2,2,2,-6,7,0,-9,2
ARFGAP1 inh,11,6,-3,-9,-1,-1,-2,1,5,-3
Tn6 DDE FP,1,2,-1,-6,-4,0,-5,1,-6,-4
NPR1 activator,8,1,-1,-8,-1,1,0,2,0,-4
GC-B act,4,4,2,-8,-1,2,0,-2,-1,5
ADAM10 inh,4,1,-10,-2,-2,-4,12,-140,3,-4
proKLK7 act,-0.8,0.4,0.1,0.2,0.6,-0.4,0.5,0.3,0.6,0.3
FXN GAA850 act,4.3,-0.3,2.7,0.6,-3.9,1.0,-0.7,0.9,1.1,-2.0
sPLA2-III inh,-10,2,5,9,4,5,2,8,-9,2
ASAP1 GAP inh,16,-2,22,1,-1,-11,-5,-2,12,-4
